Bioassay records: PubChem, National Center for Advancing Translational Sciences (NCATS)
Menin MLL FP TR – menin-MLL binding inhibition, Texas Red mutant peptide; O00255; Menin + Texas Red MLL mutant peptide, fluorescence polarization; Potency, µM (titrated, usually from 61.6 µM), without a hit: at the top dose FP activity change, negative = inhibition, hits mostly inhibitors; hit rate 0.23% among 270,000; AID 1768; active means well fitted inhibition curve with a large enough effect in the polarisation, with a control signal flat, not every such curve was filed as active; inconclusive means small, poorly fitted or top-dose-only effect, or effect the other way, or a change in a side signal; inactive means no such curve, though single readings can be large or run the other way; the % refers to the polarisation; further: potency means the concentration at half of the fitted maximal effect; % of control where 0% means no effect; many of its hits are not listed in these tables
hERG WT inh – inhibitors of human wildtype KCNH2 potassium channel; activity change, % at 1.84 µM; Q12809; hit rate 0.37% among 340,000; U2OS, BacMam KCNH2, thallium flux FluxOr; hits give low values;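 active means maximum activity change below -70%; inconclusive means maximum activity change between -70% and -50%; inactive means maximum activity change above -50%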; further: on the % scale 0 is the no-effect control and ±100 the full control effect
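U2OS cells transduced with wild-type KCNH2 virus are loaded with FluxOr dye for 45 min, and thallium flux is measured in kinetic reads before and after stimulation buffer. Rate constants are normalized to DMSO controls.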
TRPV1 ag – human TRPV1 agonism. TRPV1-expressing cells, Fluo-8 calcium influx, agonist mode. activation, % at 8.33 µM. hit rate 0.19% among 320,000. Q8NER1; in the data active means activation above about 80%; inconclusive means between about 30% and that limit; further: 0% is about no effect
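Cells expressing TRPV1 were dye-loaded with Fluo-8 and read kinetically: 10 s baseline, 3 min after compound (agonist portion), then 2 min after EC20 capsaicin (allosteric enhancer portion). Calcium-bound dye fluorescence at 480/520 nm.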
GALK inhibitor – inhibitors of human galactokinase; Potency, µM (series often up to 57.5 µM), for the others: at the top dose activity change, negative = inhibition, usual class: inhibitors; P51570; Purified GALK, Kinase-Glo residual ATP luminescence; hit rate 0.007% among 270,000; further: potency means the concentration at half of the fitted maximal effect; on the % scale 0 is the no-effect control and ±100 the full control effect
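Compounds were pin-transferred into ATP buffer (35 uM final), then GALK plus galactose (5 nM, 100 uM final) was added. After 1 h at room temperature, Kinase-Glo Plus was added and luminescence read after 10 min.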
Giardia kill – Giardia lamblia killing; AID 540267; activity change, % at 7.66 µM, hits read low; Giardia lamblia trophozoite viability; hit rate 0.15% among 340,000; in the data active means activity change below about -80%; inconclusive means between about -30% and that limit;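 further: parasites exposed to compound for two days anaerobically before the ATP read; on the % scale 0 is the no-effect control and ±100 the full control effect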
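Giardia lamblia trophozoites (100 cells/well) were incubated with compounds for 48 h at 37 deg C under anaerobic conditions. Viability was read as ATP content by one-step luminescence after 15-30 min at room temperature.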
USP2a block – blocks human ubiquitin-specific protease USP2a; USP2 core, Ub-CHOP2 coupled fluorogenic reporter, 485/531; Potency, µM (highest dose often 38.3 µM), inactives show top-dose activity change, negative = inhibition, most hits filed as inhibitors; hit rate 0.01% among 330,000;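 further: potency means the concentration at half of the fitted maximal effect; plate controls were DMSO wells for no effect and full inhibition by NEM control for full effect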
Target sequence (O75604 whole entry, looked up): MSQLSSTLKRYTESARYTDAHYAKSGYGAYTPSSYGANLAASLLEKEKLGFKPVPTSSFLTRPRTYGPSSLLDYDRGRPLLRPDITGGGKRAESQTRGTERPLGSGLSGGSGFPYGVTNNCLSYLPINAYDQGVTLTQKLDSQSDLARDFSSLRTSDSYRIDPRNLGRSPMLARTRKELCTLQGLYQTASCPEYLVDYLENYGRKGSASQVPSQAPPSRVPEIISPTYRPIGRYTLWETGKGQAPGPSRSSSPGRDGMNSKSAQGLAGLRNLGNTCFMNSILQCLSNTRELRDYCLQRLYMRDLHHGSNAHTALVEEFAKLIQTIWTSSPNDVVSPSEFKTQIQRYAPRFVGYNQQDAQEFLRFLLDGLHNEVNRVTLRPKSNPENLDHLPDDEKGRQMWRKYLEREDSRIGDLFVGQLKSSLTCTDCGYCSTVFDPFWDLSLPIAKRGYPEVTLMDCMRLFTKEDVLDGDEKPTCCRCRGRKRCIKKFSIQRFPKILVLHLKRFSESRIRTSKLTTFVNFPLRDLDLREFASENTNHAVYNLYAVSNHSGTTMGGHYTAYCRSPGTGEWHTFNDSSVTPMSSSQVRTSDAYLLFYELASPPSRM
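Deubiquitinase activity read as fluorescence (485/531 nm) after Ub-CHOP2 cleavage activates the enterokinase reporter on its substrate; USP2 core 10nM, Ub-CHOP2 and substrate 25nM each, 30min compound preincubation then 60min RT; data normalized to NEM, curves fitted.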
CXXC DNA block – inhibitors of human MLL CXXC domain-DNA interaction; Potency, µM (titrated, usually from 115 µM), without a hit: at the highest dose activity change, negative = inhibition, most hits filed as inhibitors; MLL-CXXC / FITC-HOXA9 DNA fluorescence polarization; hit rate 0.037% among 290,000; Q03164; active means well fitted inhibition curve with a large enough effect in the polarisation, with a control signal flat, not every such curve was filed as active; inconclusive means small, poorly fitted or top-dose-only effect, or effect the other way, or a change in a side signal; inactive means no such curve, though single readings can be large or run the other way; the % refers to the polarisation; further: potency means the concentration at half of the fitted maximal effect
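Fluorescence polarization: 7 uM MLL-CXXC (stock) preincubated 5 min with compounds, then 50 nM fluorescein-HOX-A9 DNA (stock) added; 30 min ambient. Buffer 50 mM Tris-HCl pH 7.5, 50 mM NaCl, 1 mM DTT, 0.05% BSA.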
B2AR arrestin – recruits beta-arrestin to the human beta2-adrenergic receptor; hit rate 0.02% among 330,000; P07550; beta-arrestin recruitment to beta2AR, cell-based reporter; Potency, µM (doses to about 46.1 µM), for the others: at the highest dose activation, hits mostly activators;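 further: potency means the concentration at half of the fitted maximal effect; 0% = DMSO controls and full agonism = EC100 isoproterenol or metaproterenol; nearly all actives have a fitted effect of over 65% in size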
FBPA coupling cs – coupling enzyme interference in Giardia aldolase counter-screen | coupling enzyme system counterscreen, AmpLite Red fluorescence | hit rate 0.67% among 290,000 | activity change, negative = inhibition, % at 58.2 µM, hits read low; in the data active means activity change below about -30%; further: on the % scale 0 is the no-effect control and ±100 the full control effect
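First, compound is pin-transferred into glyceraldehyde-3-phosphate coupling-enzyme reagent at 57.5 uM final and held 10 min at RT. Next, substrate, coupling system and AmpLite Red are added. After 20 min RT, fluorescence (525/598 nm) is read.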
PKM2 act – PKM2 (human) enzyme activation | P14618 | purified PKM2, Kinase-Glo ATP luminescence, activation; response scale: 0% is enzyme alone, no compound | Potency, µM (top dose mostly 57.5 µM), without a hit: at the highest dose activation, most hits filed as activators | hit rate 0.34% among 260,000 | AID 1631; further: potency means the concentration at half of the fitted maximal effect; on the % scale 0 is the no-effect control and ±100 the full control effect; nearly all actives have a fitted effect of over 55% in size
Target sequence (P14618 whole entry, looked up): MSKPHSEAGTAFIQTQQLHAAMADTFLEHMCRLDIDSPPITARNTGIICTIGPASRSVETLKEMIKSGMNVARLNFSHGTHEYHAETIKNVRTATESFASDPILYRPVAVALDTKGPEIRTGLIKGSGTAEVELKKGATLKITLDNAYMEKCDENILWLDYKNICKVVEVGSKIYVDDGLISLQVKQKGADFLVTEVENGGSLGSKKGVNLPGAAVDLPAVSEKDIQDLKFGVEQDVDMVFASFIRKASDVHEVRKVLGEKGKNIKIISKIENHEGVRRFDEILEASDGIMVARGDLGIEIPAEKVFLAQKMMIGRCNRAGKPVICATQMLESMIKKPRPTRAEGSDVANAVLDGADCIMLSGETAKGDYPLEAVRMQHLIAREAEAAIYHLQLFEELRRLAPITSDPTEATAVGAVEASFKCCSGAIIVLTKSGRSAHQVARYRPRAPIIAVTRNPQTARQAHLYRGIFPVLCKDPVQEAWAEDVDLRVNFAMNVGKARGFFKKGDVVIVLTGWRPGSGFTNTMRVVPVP
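Purified hPK-M2 (>95% pure) converted ADP (0.1 mM final) to ATP with 0.5 mM PEP in 50 mM imidazole pH7.2, KCl, MgCl2, Tween 20, BSA; 1 h at room temperature. ATP detected by Kinase-Glo luminescence.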
KCNH2 3.1 inh – KCNH2 3.1 (human) potassium channel inhibition | U2OS KCNH2 3.1, thallium flux FluxOr; hits give low values | activity change, % (tested at about 1.8 µM) | hit rate 0.95% among 340,000;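 active means maximum activity change below -70%; inconclusive means maximum activity change from -70% to -50%; inactive means maximum activity change above -50%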;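 further: thallium influx rate constant from kinetic fluorescence after stimulation buffer; on the % scale 0 is the no-effect control and ±100 the full control effect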
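FluxOr-based Tl+ influx in U2OS cells transduced with KCNH2 3.1 virus; rate constants normalized to DMSO controls.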
Starred values were filed as active, the others as inactive; ? = inconclusive; / = no result given; [ ] = remark or other dose. Unless noted, the call rests on the fitted dose curve; in most records, active means well fitted curve in the direction sought with a large enough effect; inconclusive means small, poorly fitted or top-dose-only effect, or another doubt; inactive means no such curve, though single readings can be large; an effect the other way counts as inactive or inconclusive. An excerpt. The share of hits here may be higher or lower than overall.

SMILES	Menin MLL FP TR	hERG WT inh	TRPV1 ag	GALK inhibitor	Giardia kill	USP2a block	CXXC DNA block	B2AR arrestin	FBPA coupling cs	PKM2 act	KCNH2 3.1 inh
CCCCn1c(-c2cccnc2)n[nH]c1=S	0%	4	-4	0%	4	0%	2%	0.6%	-1	-11%	5
CCOC(=O)N1CCC(NC(=O)CCS(=O)(=O)c2ccc3c(c2)CCN3C(C)=O)CC1	4%	6	-2	3%	-7	1%	2%	-4.4%	2	-5%	-5
CC1=C(C(=O)N(C)C)C(c2ccc(C)s2)NC(=S)N1 (stereo not given)	-9%	-3	0	1%	2	-1%	3%	0.0%	1	-1%	-13
CCOC(=O)C(=O)Nc1ccccc1C(=O)NC(C)C	4%	-24	-1	1%	7	5%	2%	0.7%	0	7%	-5
Cc1cccc(C)c1NC(=O)C1(N(Cc2ccco2)C(=O)c2ccccn2)CCCC1	1%	-4	6	1%	-16	2%	4%	0.2%	6	-4%	7
CCOC(=O)N1CCN(C(=O)C2CCN(C(=O)c3cc(OC)cc(OC)c3)CC2)CC1	2%	9	4	1%	18	2%	1%	-1.0%	4	-2%	3
O=C(COC(=O)CNC(=O)C1CCCCC1)Nc1ccc(Cl)cn1	1%	-6	4	9%	-15	1%	2%	-0.2%	4	-1%	-1
COc1cccc(C(=O)Oc2c(CN3CCOCC3)cc(Cl)c3cccnc23)c1	-8%	0	19	-1%	-1	6%	6%	11%	-6	-3%	-5
Cn1c(=O)[nH]c(=O)c2c1nc(NCCCn1ccnc1)n2CCOc1ccccc1	-8%	-3	-1	4%	-1	-2%	-6%	-1.1%	5	7%	6
Cc1cc(NC(=O)c2cccc(Br)c2)n[nH]1	/	-37	0	/	-27	0%	/	-0.1%	/	/	7
C/C(=N\NC(=O)c1c[nH]c2ccccc12)c1ccccn1	-8%	-16	-3	-2%	-7	1%	-12%	3.2%	0	6%	-3
CCOC(=O)c1cc(-c2ccc(OC)cc2)nn1-c1ccccc1C(=O)O	/	-7	1	5%	9	2%	-6%	-0.4%	3	-1%	6
O=C(Cc1c[nH]c2ccccc12)NCc1ccco1	-1%	2	-3	-1%	-2	3%	1%	0.1%	-1	-1%	3
CSc1ncccc1C(=O)Nc1cccc(S(=O)(=O)N2CCCCCC2)c1	/	17	/	/	-1	6%	/	-0.8%	/	/	-2
COc1cc(OC)cc(C(=O)Nc2ncc3c(n2)CC(C)CC3=O)c1 (stereo not given)	-4%	16	0	3%	-7	1%	-1%	0.4%	0	-6%	-2
Cc1sc2ncn(CC(=O)N3CCN(c4ccccc4F)CC3)c(=O)c2c1S(=O)(=O)N1CCOCC1	3%	20	2	15%	-8	1%	18%	0.1%	0	3%	1
CC1CCCC(C)N1c1ccc(S(=O)(=O)N2CCOCC2)cc1Cl (stereo not given)	?	-2	21	-1%	4	-7%	-19%	-0.5%	4	-2%	-8
Cc1cc(OC(=O)c2ccc(C(F)(F)F)cc2)c([N+](=O)[O-])c(=O)[nH]1	-2%	-6	2	/	9	3%	-4%	0.5%	-3	-4%	-28
COc1ccc(C)cc1NC(=O)c1cc2ccccc2o1	10%	-9	14	-1%	0	4%	6%	-0.7%	-9	5%	-3
CCN(CC(=O)Nc1c(C(=O)OC)[nH]c2ccc(C)cc12)c1ccc2c(c1)OCO2	?	-2	?	3%	-7	-14%	-11%	-0.5%	-38*	10%	9
Cc1nn(CC(O)Cn2cnc3c2c(=O)n(C)c(=O)n3C)c(C)c1Br (stereo not given)	14%	-3	0	0%	-9	0%	6%	-0.2%	0	3%	-6
CC1=CC(C)(C)N2C(=O)C3(SCC(=O)N3c3ccc(O)cc3)c3cc(C)cc1c32 (stereo not given)	-5%	5	0	-1%	-10	4%	0%	-0.3%	2	-3%	-14
CCCCNC(=O)NS(=O)(=O)c1cnccc1Sc1ccc(Cl)cc1	12%	1	3	/	-7	2%	16%	0.5%	7	-2%	-1
O=C(NCCC(c1ccccc1)c1ccccc1)c1cnc2sccn2c1=O	5%	-3	14	9%	?	0%	-1%	0.6%	-4	17%	-19
O=C(NNC(=O)c1cccc(Br)c1)Nc1ccc(Cl)cc1	-29%	-3	1	1%	-6	2%	4%	-0.4%	2	1%	5
(list continues)
SMILES	Menin MLL FP TR	hERG WT inh	TRPV1 ag	GALK inhibitor	Giardia kill	USP2a block	CXXC DNA block	B2AR arrestin	FBPA coupling cs	PKM2 act	KCNH2 3.1 inh
CN(C)C(=O)c1cn(-c2ccccc2)c(=O)c2ccccc12	-2%	-4	-3	1%	-14	-1%	12%	-0.1%	5	3%	0
Nc1cc(Oc2cccnc2)cc([N+](=O)[O-])c1	-2%	-7	5	2%	-11	-1%	-2%	-0.1%	-2	1%	11
COc1ccc(C(=O)COC(=O)C2CCN(S(=O)(=O)c3cccc4cccnc34)CC2)cc1	-22%	-2	-4	1%	-16	0%	10%	-0.8%	6	5%	-1
C[C@H]1CC[C@H]2C(=O)N3[C@H](c4cccc(N5CCCC5=O)c4)[C@@H](C)CC[C@H]3C(=O)N2[C@@H]1c1cccc(N2CCCC2=O)c1	-8%	/	-3	/	/	3%	-3%	-1.5%	-1	-6%	/
COc1ccc(-c2cn3c4c(sc3n2)CCCC4)cc1	4%	-6	81*	4%	6	1%	4%	0.4%	-18	-1%	/
COC(=O)CSc1nnc(CNC(=O)c2ccc(S(=O)(=O)N(C)C)cc2)n1C	-5%	-21	-2	0%	3	2%	-4%	0.1%	0	-2%	/
COC(=O)c1sc(NC(=O)c2c(-c3ccccc3)noc2C)nc1C	/	-5	3	-7%	9	-3%	-2%	0.1%	/	-4%	4
S=c1[nH]nc(-c2cc(-c3ccccc3)n[nH]2)n1/N=C/c1c(Cl)cccc1Cl	/	0	/	-11%	0	2%	-8%	8.0%	0	0%	0
O=C(CN1CCOCC1)n1c2ccccc2c2ccccc21	-5%	-3	8	8%	12	0%	7%	-1.1%	0	-5%	-8
c1csc(-c2nn3c(Cn4cnc5ccccc54)nnc3s2)c1	1%	-23	0	2%	-2	-1%	10%	0.2%	-18	?	4
Cc1cc(S(=O)(=O)Nc2ccc(C(=O)NCC(c3ccco3)N3CCCCC3)cc2)ccc1F (stereo not given)	/	29	0	/	-13	2%	/	0.0%	/	/	-10
COc1ccc2c(c1)OC(c1ccccc1)(C(F)(F)F)NC2=O (stereo not given)	-10%	-3	-1	-5%	-23	1%	6%	0.1%	3	8%	-6
COc1ccccc1-c1nc2ccc(Cl)cc2c(=O)n1O	-1%	5	1	-3%	7	6%	18%	-1.1%	0	/	4
Cc1csc(NC(=O)c2ccc(S(=O)(=O)N(C)c3ccccc3)cc2)n1	?	-5	-1	4%	2	-4%	17%	0.6%	1	3%	-8
C[C@H](CO)N1C[C@H](C)[C@@H](CN(C)Cc2ccc(Oc3ccccc3)cc2)Oc2c(NC(=O)C3CC3)cccc2C1=O	/	4	/	/	-3	-11%	/	-0.1%	/	/	-17
CCN1CCN(C(=S)c2ccc(OC)cc2)CC1	-6%	6	0	-3%	28	2%	0%	0.1%	-4	-3%	-19
CCOC(=O)c1cc(-c2csc(-c3ccc(C(F)(F)F)cc3)n2)on1	/	-9	/	-4%	-4	0%	-14%	0.4%	1	1%	6
O=C(CCS(=O)(=O)c1ccc(Br)s1)NCc1ccccc1	/	7	16	-1%	5	-2%	-11%	-0.2%	0	2%	5
COc1ccc(OCCCC(=O)N2CCN(S(=O)(=O)c3cccc(F)c3)CC2)cc1	/	0	6	/	13	-2%	/	-1.8%	/	/	-19
O=C(C[C@H]1C[C@H](C(=O)N2CCOCC2)[C@@]2(CCC3CCCC3)c3[nH]c4ccc(Cl)cc4c3CCN2C1=O)NCCN1CCOCC1	/	-4	/	/	6	0%	/	-0.4%	/	/	-1
Cc1cc(C(F)F)n2nc(C(=O)Nc3sc4c(c3C(N)=O)CCC4)nc2n1	1%	8	-5	2%	8	3%	-1%	-0.2%	0	5%	0
O=C(COc1ccc(Cl)cc1)Nc1ncc([N+](=O)[O-])s1	?	-7	2	-1%	-86*	3%	20%	-1.0%	-2	1%	10
NC(=O)c1ccc(OCC(F)(F)F)nc1	/	3	0	-2%	23	6%	4%	3.4%	2	4%	4
O=C(Nc1cccnc1)c1cc2c(s1)-c1ccccc1OC2	69%[activator]	18	-3	5%	8	-2%	5%	0.2%	1	/	-13
CC(C)[C@H]1COCCS(=O)(=O)N1Cc1ccccc1-c1ccccc1	/	15	/	/	7	3%	/	0.0%	/	/	-4
CCOc1ccccc1N1CCN(C(=O)c2cc3ccccc3cc2OC)CC1	/	-5	-1	/	-17	-1%	/	0.5%	/	/	-4
CCOC(=O)N1CCN(Cc2nc3c(c(=O)n(C)c(=O)n3C)n2CCC(C)C)CC1	-6%	2	2	2%	-23	2%	?	-0.7%	-2	-18%	5
